# Screening data: PubChem BioAssay, several laboratories
# SMARCA2 act – SMARCA2 function activation, primary screen | MG213 cells, MMTV-luciferase reporter, dexamethasone, overnight | 1% of 370,000 active | activation, % at 9.1 µM | AID 652017; in the data active means activation above about 7.8%;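 further: 0% = vehicle wells and 100% = reference activator wells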
# mABHD4 FP – inhibitors of mouse ABHD4 | 0.54% of 370,000 active | purified mABHD4, FP-Rh probe fluorescence polarization | inhibition, % at 8.92 µM;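 active means inhibition exceeding the mean over every tested compound plus 3 SD, cut at about 30% in these data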;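 further: 0% = plate median of compound wells and 100% = S159A mutant with DMSO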
# Target sequence (Q8VD66 whole entry, looked up): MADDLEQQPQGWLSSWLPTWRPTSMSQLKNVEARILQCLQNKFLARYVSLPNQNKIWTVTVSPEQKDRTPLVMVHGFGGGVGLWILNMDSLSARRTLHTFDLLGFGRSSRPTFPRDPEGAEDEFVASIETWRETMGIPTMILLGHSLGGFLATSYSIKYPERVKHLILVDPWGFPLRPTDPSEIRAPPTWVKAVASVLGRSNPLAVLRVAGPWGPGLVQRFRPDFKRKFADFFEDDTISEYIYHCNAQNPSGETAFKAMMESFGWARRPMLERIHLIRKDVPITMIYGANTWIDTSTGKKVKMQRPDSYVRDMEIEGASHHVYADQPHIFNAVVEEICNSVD
#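 Test system: mABHD4 protein; Read-out basis: % inhibition; Incubation: 45 min + 60 min at 25 °C; Repeats: single replicate; Technique: fluorescence polarization with parallel and perpendicular emission, 525/598 nm; Compound: 8.92 µM, single dose; Benchmarks: full inhibition S159A mutant plus DMSO, zero as sample-well median.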
# ASAP1 inh – ASAP1 ArfGAP inhibition; ASAP1-stimulated ARF1 GTP hydrolysis, GDP FP detection; inhibition, % at 16.5 µM; 0.19% of 360,000 active; AID 624377; in the data active means inhibition above about 25%;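 further: 0% = vehicle with enzyme and substrate and 100% = no enzyme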
# ARFGAP1 inh – rat ARFGAP1 inhibition | Q62848 | Arfgap1-stimulated ARF1 GTP hydrolysis, GDP FP detection | inhibition, % at 16.5 µM | 0.26% of 360,000 active | AID 651572;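 active means inhibition above a per-plate limit, mean inhibition of low control wells plus 3 SD, cut at about 25% in these data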;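 further: 0% = DMSO wells with enzyme and 100% = wells lacking Arfgap1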
# Target sequence (Q62848 1-136 limits assumed): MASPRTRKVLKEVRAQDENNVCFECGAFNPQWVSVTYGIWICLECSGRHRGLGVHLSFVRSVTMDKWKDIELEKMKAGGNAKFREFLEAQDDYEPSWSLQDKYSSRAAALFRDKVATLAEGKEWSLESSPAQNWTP
#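 Material – truncated rat Arfgap1 GAP domain · Buffer or medium – HEPES-based buffer, pH 7.5 · Reagent – human ARF1(Δ1-17)-GTP substrate · Dosing – 16.5 µM single point, 1.26% DMSO · Schedule – GTP hydrolysis reaction 2 h at 25 °C · Technique – GDP detection by fluorescence polarization · Benchmarks – No-Arfgap1 wells (100%) versus DMSO full-reaction wells (0%) · Repeats – single replicate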
# NPR2 activator – GC-B (human) receptor activation. HEK293-GC-B cells, CNP EC30, cGMP TR-FRET; 0% at EC30 CNP, 100% saturating CNP. activation, % at 10 µM. 0.11% of 370,000 active. AID 1920062;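 active means activation at 10 µM reaching about 35% in either raw or pattern-adjusted values, limit read from the data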
# Rev-erbA mod – modulators of human Rev-erb alpha DNA binding; Rev-erbα–FITC-DNA binding, fluorescence polarization, 90 min; 0.79% of 370,000 active; activity, % at 10 µM; P20393; AID 1259318;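 active means activity above about 14%, limit read from the data; passing the limit was not always enough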;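 further: 0% = DMSO wells with 35 nM protein and 100% = DMSO wells with 750 nM protein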
# Target sequence (P20393 whole entry, looked up): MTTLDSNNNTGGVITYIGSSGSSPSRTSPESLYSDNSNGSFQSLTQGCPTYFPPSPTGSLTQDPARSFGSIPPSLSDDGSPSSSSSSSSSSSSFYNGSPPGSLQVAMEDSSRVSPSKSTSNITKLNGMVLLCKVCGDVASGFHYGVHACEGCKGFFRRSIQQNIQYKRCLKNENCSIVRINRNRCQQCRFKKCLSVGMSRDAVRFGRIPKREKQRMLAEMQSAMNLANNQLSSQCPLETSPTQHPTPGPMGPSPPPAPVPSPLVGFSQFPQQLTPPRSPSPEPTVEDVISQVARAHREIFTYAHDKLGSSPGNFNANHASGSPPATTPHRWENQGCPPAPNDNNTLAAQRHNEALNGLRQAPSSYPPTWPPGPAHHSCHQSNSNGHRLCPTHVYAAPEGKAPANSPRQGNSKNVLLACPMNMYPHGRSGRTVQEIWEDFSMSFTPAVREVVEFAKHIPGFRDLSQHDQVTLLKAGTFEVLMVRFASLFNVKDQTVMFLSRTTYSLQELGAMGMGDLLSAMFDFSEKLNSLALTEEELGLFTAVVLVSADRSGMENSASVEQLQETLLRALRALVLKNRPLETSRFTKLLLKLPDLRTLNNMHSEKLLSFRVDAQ
# GC-A act – GC-A (human) enzyme activation. P16066. HEK293 GC-A cells, cGMP TR-FRET, EC30 ANP; 0% at EC30 ANP, 100% saturating ANP. activation, % at 10 µM. 0.14% of 370,000 active. AID 1671463; in the data active means activation above about 40%
# PG9 Ab binder – PG9 antibody binding by small molecule | TR-FRET gp120-PG9 antibody binding | 0.43% of 360,000 active | inhibition, % at 6.7 µM; in the data active means inhibition above about 8.5%
# HTRA1 inhibitor – blocks human HTRA1 serine peptidase | recombinant HTRA1, FP-rhodamine activity-based probe, fluorescence polarization | 0.5% of 340,000 active | Q92743 | inhibition, % at 5.96 µM; in the data active means inhibition above about 36%;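 further: 0% = enzyme with DMSO and 100% = wells lacking enzyme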
# rCAG binder – molecules binding r(CAG) RNA repeats; AID 651821; inhibition, % at 3 µM; r(CAG) RNA repeat, TO-PRO-1 dye displacement fluorescence; 1.3% of 370,000 active;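 active means inhibition above the plate cutoff, the mean of all test compounds on that plate plus 3 SD, cut at about 35% in these data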;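 further: 0% = DMSO alone and 100% = 100 µM mitoxantrone as full dye displacement; higher means more dye released from RNA so lower well fluorescence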
# * marks the source's active call; other numbers are inactive results; · = no result given.
SMILES,SMARCA2 act,mABHD4 FP,ASAP1 inh,ARFGAP1 inh,NPR2 activator,Rev-erbA mod,GC-A act,PG9 Ab binder,HTRA1 inhibitor,rCAG binder
CCCN1CCN(C(=S)Nc2ccc3nc(N4CCN(CC)CC4)cc(C)c3c2)CC1,-4,4,1,9,2,4,-2,-0.8,8,-7
O=C(NC1CCS(=O)(=O)C1)c1ccc2c(c1)OCO2 (configuration not stated),-2,-4,-8,-3,2,1,0,-0.1,-1,3
O=C(/C=C/c1ccccc1)Nn1c(-c2cccs2)nc2ccccc2c1=O,4,0,8,-6,5,-1,1,-1.7,-13,12
O=c1c2ccccc2nc(/C=C/c2cccc(Br)c2)n1CCCO,-1,-5,1,-3,3,1,1,1.6,-40,6
C(=NNC1=NCCN1)c1ccnc2ccccc12,1,6,-7,4,-6,1,-4,-3.5,·,3
CCC(C)(C)NC(=O)C(c1cccc(OC)c1OC)N(C(=O)CCC(=O)Nc1cc(C)on1)C(C)C (configuration not stated),0,8,-6,-1,-7,-1,-6,-3.4,0,-2
CC(C)c1ccc(C(N)=S)cc1,0,1,1,2,-5,0,1,1.6,-6,-3
CCOC(=O)C1CCCN(CC(=O)/C=C2/N(C)c3ccccc3C2(C)C)C1 (configuration not stated),-3,8,-2,-12,0,4,-3,0.7,-6,-9
Cc1nc(-c2cccnc2)sc1C(=O)Nc1ccc(Cl)cc1,-3,-11,-7,6,2,-3,0,0.6,-13,-4
CCOC(=O)c1sc(NC(=O)CSc2nc(C)cc(C(F)(F)F)n2)c(C#N)c1C,-1,6,3,-7,4,6,8,1.1,2,8
CN(Cc1ccccc1)CC1C2CCC(C2)C1O (configuration not stated),-1,0,6,-7,-4,-2,-2,0.7,4,0
CC(C)c1ccc(NC2CCCN(C(=O)CN3C(=O)CSC3=O)C2)cc1 (configuration not stated),-4,-3,-6,5,0,-1,3,2.5,0,6
O=C(OCC(=O)c1c[nH]c2ccccc12)C1=COCCO1,1,-7,5,-1,5,-5,-3,-1.2,1,3
CCOC(=O)C1=C[C@]2(CC)CCCN3CCc4c(n1c1ccccc41)[C@@H]32,0,-3,7,-3,4,1,-2,-1.5,-9,1
CCOc1ccc(NS(=O)(=O)c2ccc(C(=O)N3CCN(c4ncccn4)CC3)cc2)cc1,-4,-4,0,0,-7,1,-3,0.6,2,0
N#Cc1ccccc1OCC(=O)NC(=O)NCc1ccco1,3,-2,-1,6,4,-6,4,1.1,-3,1
Cn1c(=O)n(C)c2cc(N3CCOCC3)c(NC(=O)c3ccc(F)cc3)cc21,-3,12,12,-4,0,-2,0,0.8,1,3
O=C(NCCc1ccccc1)c1cc(S(=O)(=O)N2CCCC2)ccc1F,2,-9,-4,0,6,-2,0,1.3,2,-2
CCOc1ccc(-n2c(=S)sc3c(=O)n(-c4ccccc4)c(SCC(=O)O)nc32)cc1,-1,14,-14,0,-2,1,-1,1.6,-3,39*
Cc1ccc(N2CN(Cc3cccnc3)CNC2=S)c(C)c1,-2,7,-2,9,1,-3,1,-0.5,-1,-3
COc1cccc(OC)c1C(=O)Nc1cccc2c1CCCC2,-4,-7,6,0,0,-6,0,1.1,1,-6
O=[N+]([O-])c1cc(-c2nc(-c3ccncc3)no2)ccc1Cl,1,-2,5,-3,-12,3,-4,-1.0,-3,-1
CCCc1nnc(NC(=O)CCC(=O)N2CCN(Cc3cc(F)ccc3OC)CC2)s1,-1,5,6,7,2,-2,5,-0.8,-4,-11
O=C(NCc1ccco1)c1ccc2ccccc2n1,5,-4,8,10,-1,-2,2,-1.4,4,-5
COc1cccc(C(=O)Nc2cccc(OCC(=O)c3ccccc3)c2)c1,2,-15,4,16,15,-2,-1,-0.6,-47,6

# Compound profiles, as listed above.
# `CCCc1nnc(NC(=O)CCC(=O)N2CCN(Cc3cc(F)ccc3OC)CC2)s1` across the screens: SMARCA2 act = -1; mABHD4 FP = 5; ASAP1 inh = 6; ARFGAP1 inh = 7; NPR2 activator = 2; Rev-erbA mod = -2; GC-A act = 5; PG9 Ab binder = -0.8; HTRA1 inhibitor = -4; rCAG binder = -11
# `COc1cccc(C(=O)Nc2cccc(OCC(=O)c3ccccc3)c2)c1` across the screens: SMARCA2 act = 2; mABHD4 FP = -15; ASAP1 inh = 4; ARFGAP1 inh = 16; NPR2 activator = 15; Rev-erbA mod = -2; GC-A act = -1; PG9 Ab binder = -0.6; HTRA1 inhibitor = -47; rCAG binder = 6
# `Cc1nc(-c2cccnc2)sc1C(=O)Nc1ccc(Cl)cc1` across the screens: SMARCA2 act = -3; mABHD4 FP = -11; ASAP1 inh = -7; ARFGAP1 inh = 6; NPR2 activator = 2; Rev-erbA mod = -3; GC-A act = 0; PG9 Ab binder = 0.6; HTRA1 inhibitor = -13; rCAG binder = -4

# (next part)
SMILES,SMARCA2 act,mABHD4 FP,ASAP1 inh,ARFGAP1 inh,NPR2 activator,Rev-erbA mod,GC-A act,PG9 Ab binder,HTRA1 inhibitor,rCAG binder
CCN1CC(O)=C(c2nc3ccccc3s2)C1=N,3,1,3,3,-5,0,40,-3.2,-4,-2
Cc1c(=O)n(OCc2cccc(F)c2)c2ccccc2[n+]1[O-],-1,-5,5,-3,1,6,-6,1.2,-1,0
CCCc1cc(=O)oc2cc(C)cc(OC(C)C(=O)NCCCn3ccnc3)c12 (configuration not stated),-1,-1,-2,1,-13,-1,-22,-0.3,0,-6
COc1ccccc1C(=O)N/C(=C\c1cn(S(=O)(=O)N(C)C)c2ccccc12)C(=O)N1CCN(C)CC1,-2,-1,9,4,-3,4,-3,0.8,3,-2
CCOC(=O)N1CCN(C(=S)NC(=O)C23CC4CC(CC(C4)C2)C3)CC1,-3,-1,-8,0,4,5,10,-1.6,·,-3
O=C(CCCC(=O)OCC(=O)c1ccc(Cl)cc1Cl)Nc1cc(C(F)(F)F)ccc1Cl,0,0,-10,6,-1,2,-4,0.7,-18,0
CC1C2CCC(C2)C1OC(=O)c1ccccc1C(=O)O (configuration not stated),4,-1,15,4,3,-4,-2,-0.1,9,0
CCCCCCn1c(SCCN2CCOCC2)nc2c1c(=O)[nH]c(=O)n2C,2,0,-12,-10,-4,4,3,0.9,-1,-11
COC(=O)N/N=C/c1ccc(OC(=O)/C=C/c2ccco2)cc1,-2,-7,-21,-12,4,-8,2,-0.6,·,1
C(=N\Nc1nncc2ccccc12)/c1ccccc1,5,-4,-4,-3,-11,2,2,0.2,0,1
CC(=O)c1ccc(N2CCN(C(=O)c3ccc(NC4=NC5CS(=O)(=O)CC5S4)cc3)CC2)cc1 (configuration not stated),-1,2,1,4,-1,4,-1,-0.1,-1,4
COc1ccc(Cc2nc3ccc(C(=O)N4CCC(C(N)=O)CC4)cc3o2)cc1,-2,0,-4,0,4,-3,0,-1.1,2,3
COc1ccc(-c2csc(C(NC(C)=O)c3cccc(F)c3)n2)cn1 (configuration not stated),-2,2,13,13,-1,-2,3,0.6,·,2
O=C(O)CCSc1nc2ccccc2n1-c1ccccc1,3,-2,-5,11,-1,-2,0,-2.2,8,2
COc1cccc(CNS(=O)(=O)c2cc3c(cc2C)NC(=O)CO3)c1,2,-5,-4,-1,-2,-2,0,-0.6,-1,3
Cc1ccccc1NS(=O)(=O)c1nnc(NC(=O)CC(C)C)s1,-3,2,0,0,3,1,2,-0.2,4,9
O=C(c1ccc(Br)o1)N1CCN(c2ncccn2)CC1,-3,0,12,4,-7,-2,-3,1.9,0,1
Cc1c(C(=O)Nc2ccc(N3CCOCC3)cc2)oc2ccccc12,7,5,-8,16,1,5,4,-1.4,-3,-3
CCC(=O)Nc1ccc(S(=O)(=O)N2CCN(c3ccc(F)cc3)CC2)cc1,-4,-8,4,-5,3,1,-3,-1.5,-10,7
COc1ccc(C(=O)O/N=C(\N)c2ccc(Cl)cc2)cc1,4,0,-5,1,7,10,5,2.1,4,-2
Cc1cc(C)cc(NC(=O)C(OC(=O)c2sccc2C)c2ccccc2)c1 (configuration not stated),5,-22,-2,3,-12,-1,-32,-2.5,-13,3
COC(=O)CSC1=C(C#N)C(c2ccc(C)cc2)C2=C(CCCC2=O)N1 (configuration not stated),-4,-1,-8,8,7,-7,4,4.3,-3,9
Cc1cc(-c2ccccc2)n(-c2ccccc2)n1,3,-3,10,3,-7,3,-1,-0.9,-4,-5
Cc1c(C)c2c(OCC(=O)NCC(C)C)cc3c(c2oc1=O)CCC(C)(C)O3,0,-6,-11,-4,-9,-5,11,-1.2,-13,-2
CCN(C(=O)COC(=O)CN1C(=O)c2ccccc2C1=O)c1ccccc1,4,3,4,-1,0,6,0,-2.2,-4,-4
SMILES,SMARCA2 act,mABHD4 FP,ASAP1 inh,ARFGAP1 inh,NPR2 activator,Rev-erbA mod,GC-A act,PG9 Ab binder,HTRA1 inhibitor,rCAG binder
COc1ccc(/C=N/NC(=O)c2ccccc2Cl)cc1CSc1nc2ccccc2s1,-2,-39,8,5,-7,0,-4,-0.8,-54,15
CCCC1NC(=O)c2cccnc2-n2c1nc1ccccc1c2=O (configuration not stated),-2,3,3,-13,-1,0,2,0.2,8,0
CCOC(=O)c1c(NC(=O)Cn2c(C)nc3ccccc32)sc2c1CCC2,6,-6,5,14,-2,0,-9,-1.5,-7,6
O=C(C[n+]1cccc(CNC(=O)c2ccc(OC(F)F)cc2)c1)Nc1ccccc1Cl,1,-1,6,-1,-9,-4,0,0.2,-1,5
CCOC(=O)c1sc(NC(=O)c2ccc(S(=O)(=O)N3CCOCC3)cc2)nc1-c1ccccc1,-1,-1,4,6,6,-7,-2,-1.6,-1,3
CC(C)CNC(=O)COC(=O)c1c2c(nc3ccccc13)/C(=C\c1cccs1)CC2,0,-1,8,7,-1,-8,10,5.3,-41,20
O=C(Cc1ccc(Cl)cc1Cl)Nc1ccncc1,-4,-3,-3,-2,1,-4,3,-0.2,-58,2
COc1ccc(N2C(=O)C(F)(F)C2c2cccc(F)c2)cc1 (configuration not stated),0,-8,-5,-6,-7,2,-12,1.6,-11,-9
COc1ccc(OC)c(S(=O)(=O)n2nc(-c3ccccc3)cc2N)c1,-3,-2,9,0,-7,-2,-16,1.2,-9,4
Fc1ccc(CNC(=S)Nc2ccccc2F)cc1,0,0,5,-1,2,-5,3,-2.8,-8,-2
COc1ccc(S(=O)(=O)N(CC(=O)Nc2ccc(S(=O)(=O)N3CCOCC3)cc2)Cc2ccc(F)cc2)cc1,4,-32,0,-8,3,5,-6,-1.5,-23,11
O=C(N/N=C\c1ccc[nH]1)c1cncc(Br)c1,-2,5,-3,-1,-4,1,1,-3.0,12,1
COc1ccc(CN(Cc2ccc(C(=O)O)cc2)C(=S)Nc2ccccc2F)cc1OC,1,-5,-3,5,-1,-4,1,1.1,-4,11
CC(=O)SC1CC(=O)N(c2c(C)cccc2C)C1=O (configuration not stated),-4,9,0,-6,-3,5,3,-2.6,6,-2
Cc1ccc(S(=O)(=O)n2nnc3ccccc32)c(C)c1C,-1,3,-2,6,3,-5,0,-0.5,2,2
O=C(COC(=O)/C=C/c1ccc(OC(F)F)cc1)NC1CCCCCC1,-4,-4,3,12,3,4,0,1.0,2,2
Cc1ccc(Cn2c(CCNc3nc(-c4ccc(C)cc4)cs3)nc3cc(C(=O)NCCCO)ccc32)cc1,-1,-13,-1,15,2,5,0,0.0,-21,4
COc1cc(/C=N/NC(=O)C(=O)N2CCCCCC2)ccc1O,-3,-7,1,-23,-1,-5,0,-2.1,4,-1
